Bioassay records: PubChem, Sanford-Burnham Center for Chemical Genomics
UPR XBP1 act: adaptive UPR (XBP1) activation | CHO-XBP1 luciferase reporter, IRE1-XBP1 UPR activation, luminescence; percent of tunicamycin response, DMSO as zero | 330,000 compounds, 0.33% hits | activation, % at 20 µM;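 active = versus positive control, 20 µM dose yields 30% or more activation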;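 also: 100% = tunicamycin at 10 µg/mL and 0% = DMSO only wells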
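assay system = CHO-XBP1 luciferase reporter cells | amount = 1000 cells/well | buffer or medium = F12 plus 10% FBS | compound dosing = single point, 20 µM final compound, 1% DMSO | incubation = 16-18 h cell attachment at 37 °C, then 6 h compound exposure | detection = Steady-Glo luminescence read | controls = tunicamycin 10 µg/mL and vehicle-only wells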
CHOP UPR activ: activators of apoptotic arm of unfolded protein response (CHOP). CHO-CHOP luciferase reporter, UPR activation, luminescence; percent of tunicamycin response over DMSO baseline. activation, % at 10 µM. 330,000 compounds, 0.34% hits. AID 449763;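 active = at 10 µM dose, activation of 40% or more, normalized to positive control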;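 also: 100% = tunicamycin at 10 µg/mL and 0% = DMSO alone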
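Material: CHO-CHOP cells, stable luciferase reporter of PERK-eIF2a-CHOP signalling; quantity: 500 reporter cells seeded per well; buffer or medium: F12 medium containing 10% fetal bovine serum; compound: one dose, 10 µM in 0.5% DMSO; incubation: 6 h compound treatment, 37 °C; measured by: Steady-Glo luciferase luminescence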
CXCR6 inh: CXCR6 (human) receptor inhibition; O00574; CHO-K1 PathHunter CXCR6 beta-arrestin, luminescence; inhibition, % at 20 µM; 360,000 compounds, 0.36% hits; AID 602244; in the data active = inhibition above about 34%, passing the limit was not always enough;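 also: antagonist mode with CXCL16 agonist at 10 nM final; 0% = 10 nM CXCL16 with DMSO and 100% = unstimulated wells without agonist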
tim23-1 inh: tim23-1 yeast growth inhibition | S. cerevisiae tim23-1 growth, BacTiter-Glo luminescence, 24 h | inhibition, % at 20 µM | 330,000 compounds, 1.3% hits;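 active = growth inhibition of the mutant yeast at or above 50%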;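 also: temperature-sensitive mutant grown at 25 °C; plate controls were DMSO-treated mutant yeast for no effect and medium wells lacking yeast for full effect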
TIM10 inh: growth inhibitors of TIM10 yeast strain. 330,000 compounds, 1.4% hits. S. cerevisiae TIM10 strain growth, BacTiter-Glo luminescence, 24 h. inhibition, % at 10 µM;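 active = inhibition of 40% or more at the single tested concentration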;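 also: wild-type TIM10 isogenic control strain grown at permissive 25 °C; 0% = DMSO yeast wells and 100% = minimal medium wells without yeast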
Mdm2-MdmX inh: inhibitors of human Mdm2/MdmX interaction; O15151+Q00987; SaOS-2 split-luciferase Mdm2/MdmX complementation, luminescence; inhibition, % at 8 µM; 330,000 compounds, 3% hits; AID 485346;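 active = inhibition of at least 50% at 8 µM in the primary screen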
Target sequence (O15151 whole entry, looked up): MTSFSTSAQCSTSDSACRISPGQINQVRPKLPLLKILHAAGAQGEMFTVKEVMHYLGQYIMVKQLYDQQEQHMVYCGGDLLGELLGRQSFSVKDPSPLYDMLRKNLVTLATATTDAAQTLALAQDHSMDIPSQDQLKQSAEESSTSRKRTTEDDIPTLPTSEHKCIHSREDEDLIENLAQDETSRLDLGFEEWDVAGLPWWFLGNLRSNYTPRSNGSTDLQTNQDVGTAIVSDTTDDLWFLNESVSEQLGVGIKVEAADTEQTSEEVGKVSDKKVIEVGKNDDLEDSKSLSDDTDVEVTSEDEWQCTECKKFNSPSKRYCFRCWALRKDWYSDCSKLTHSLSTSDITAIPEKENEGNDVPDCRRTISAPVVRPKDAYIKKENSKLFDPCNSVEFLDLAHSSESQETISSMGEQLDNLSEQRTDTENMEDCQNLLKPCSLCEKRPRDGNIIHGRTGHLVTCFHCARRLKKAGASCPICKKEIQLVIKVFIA
Target sequence (Q00987 whole entry, looked up): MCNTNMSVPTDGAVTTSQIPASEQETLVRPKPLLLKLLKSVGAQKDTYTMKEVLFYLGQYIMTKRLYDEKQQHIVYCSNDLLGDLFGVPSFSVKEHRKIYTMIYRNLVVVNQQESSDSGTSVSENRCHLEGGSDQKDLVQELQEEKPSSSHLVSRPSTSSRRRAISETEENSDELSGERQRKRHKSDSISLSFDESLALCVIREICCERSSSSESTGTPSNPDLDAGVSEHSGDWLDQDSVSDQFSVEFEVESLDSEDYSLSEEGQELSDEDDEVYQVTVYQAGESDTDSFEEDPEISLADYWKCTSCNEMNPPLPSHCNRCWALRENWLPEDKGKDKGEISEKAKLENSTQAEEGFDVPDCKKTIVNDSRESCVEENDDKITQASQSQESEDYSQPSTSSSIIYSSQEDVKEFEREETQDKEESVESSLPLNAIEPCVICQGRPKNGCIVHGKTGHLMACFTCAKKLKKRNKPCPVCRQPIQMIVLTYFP
tim10-1 inh: inhibits growth of tim10-1 mutant yeast | inhibition, % at 20 µM | 330,000 compounds, 2.2% hits | S. cerevisiae tim10-1 ts strain growth, BacTiter-Glo, 24 h | AID 463190;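 active = inhibition of at least 40%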;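 also: mutant grown at 25 °C; 0% = DMSO wells with yeast and 100% = wells holding no yeast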
APJ ag: activates the human apelin receptor APJ; P35414; CHO-K1 APJ PathHunter beta-arrestin, luminescence; 0% DMSO wells, 100% apelin; activation, % at 20 µM; 330,000 compounds, 0.11% hits;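 active = activation more than six SD over the plate average, tested at 20 µM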;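 also: 0% = DMSO alone and 100% = apelin-13 at 10 nM; some results filed as inactive read as strong as hits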
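Assay system: engineered CHO-K1 APJ arrestin reporter cells; Amount: 1000 CHO-K1 reporter cells seeded per well; Dosing: one dose, 20 µM compound, 1% DMSO; Times: compound stimulation 90 min at 25 °C, detection 60 min; Measured by: luminescent beta-gal fragment complementation, chemiluminescent substrate; Read-out: APJ–arrestin association signal; Controls: DMSO vs Apelin-13 10 nM.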
APJ antagonist: APJ receptor antagonism. P35414. CHO-K1 APJ beta-arrestin complementation, luminescence. inhibition, % at 20 µM. 330,000 compounds, 0.32% hits;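 active = inhibition above about 40% at 20 µM, limit read from the data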;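 also: cells challenged with 10 nM apelin-13 agonist together with compound; plate controls were apelin-13 plus DMSO wells for no effect and DMSO wells lacking apelin-13 for full effect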
* hit, by the source's call; x = not tested or not shown. A portion of the library (hit frequency here may not be typical).

SMILES	UPR XBP1 act	CHOP UPR activ	CXCR6 inh	tim23-1 inh	TIM10 inh	Mdm2-MdmX inh	tim10-1 inh	APJ ag	APJ antagonist
COc1ccc(-c2nc(N)nc(C(F)(F)F)c2-c2ccccc2OC)c(O)c1	-6	-0.8	1	24	23	15	11	2	0
CC(=O)O[C@H]1C(=O)[C@@]2(C)[C@H]([C@H](OC(=O)c3ccccc3)[C@]3(O)C[C@H](OC(=O)[C@H](O)[C@@H](NC(=O)c4ccccc4)c4ccccc4)C(C)=C1C3(C)C)[C@]1(OC(C)=O)CO[C@@H]1C[C@@H]2O	-3	-0.4	-8	9	4	65*	6	-1	-3
CCN(CC)CCn1c(NS(=O)(=O)c2ccc(C)cc2)nc2ccccc21	-2	-1.6	2	-7	0	11	-17	-5	-7
O=C(O)CCCN1C(=O)C(=O)/C(=C(/O)c2ccccc2)C1/C=C/c1ccccc1 (stereo not drawn)	-2	-1.3	-2	7	2	6	2	1	20
O=C(CSc1nnc(Cn2c(=O)sc3ccccc32)n1-c1ccccc1)N1CCOCC1	1	0.1	-2	0	14	9	6	-1	-4
COc1ccc(OCC(=O)Nc2nc3c(s2)CCCC3)cc1	-4	3.0	-2	9	-2	11	1	-5	13
COc1ccc(C2=NOC(C(=O)NCc3ccco3)C2)cc1 (stereo not drawn)	3	1.3	-1	21	0	50	5	2	24
CC(C)CNC(=O)CC1Nc2ccccc2NC1=O (stereo not drawn)	0	1.2	0	8	-5	4	19	0	6
COc1cc(/C=N/Nc2nc(N3CCCC3)nc(N3CCCC3)n2)ccc1O	1	1.3	2	24	13	-3	26	0	9
O=C(N/N=C/c1ccncc1)c1cccc([N+](=O)[O-])c1	1	5.0	x	6	6	-31	3	0	4
CC(O)Cn1nc([N+](=O)[O-])nc1N (stereo not drawn)	1	-0.3	-2	11	-2	4	13	-1	-3
COc1ccccc1C(CNC(=O)c1cccc(NS(=O)(=O)c2ccc(C)c(F)c2)c1)N1CCCC1 (stereo not drawn)	-1	-0.3	3	10	2	32	9	-1	17
Cn1c2c(c(=O)[nH]c1=O)C(NC(=O)c1ccco1)(C(F)(F)F)C(=O)N2 (stereo not drawn)	0	0.0	3	12	13	13	10	2	12
O=C(NCC(=O)N(CC1CCCO1)C(C(=O)NC1CCCCC1)c1ccc(F)cc1)c1ccco1 (stereo not drawn)	0	0.2	13	1	-14	-10	18	-3	-6
COCCn1nnnc1CN1CCN2CCCC2C1 (stereo not drawn)	-6	-2.0	0	7	-1	2	0	-3	0
CC1(C)C2CCC1(CS(=O)(=O)N1CCN(c3ccccc3F)CC1)C(=O)C2 (stereo not drawn)	-1	2.7	-8	35	21	-6	17	2	9
CS(=O)(=O)N1CCN(c2ccc(NC(=S)NC(=O)c3cccs3)cc2)CC1	4	0.0	-10	1	5	-10	-9	-5	9
COCCn1ccc2c(OCC(=O)NCCc3ccccc3)cccc2c1=O	-3	-0.5	-2	5	-2	-5	6	0	26
Cc1c(CNC(=O)c2nn3c(c2Cl)NC(c2ccccc2)CC3C(F)(F)F)cnn1C (stereo not drawn)	1	-1.8	-3	3	7	21	4	4	17
COC(=O)N/N=C/c1ccccc1OCCOc1ccc(OC)cc1	-3	-0.8	-2	51*	-3	-6	2	2	-7
COc1ccc(-c2cccc(NS(=O)(=O)c3cc([N+](=O)[O-])c(C)c([N+](=O)[O-])c3)c2)nn1	2	-0.1	6	29	9	9	17	17	-76
COc1ccc(/C=C/C(=O)NCCc2ccc(OC)c(OC)c2)cc1	0	1.1	15	10	2	-2	-1	0	-6
O=C(CN(C(=O)CCC(=O)Nc1ccccn1)c1ccc(F)cc1)NCCc1ccccc1	-4	-0.7	8	0	12	9	-7	-4	8
COCCN(C(=O)c1cc(-c2ccncc2)nc2ccccc12)c1c(N)n(CC(C)C)c(=O)[nH]c1=O	-3	1.4	3	9	5	8	8	0	-3
C=CCN(c1ccc(C(=O)Nc2cccc(C)c2)cc1)S(C)(=O)=O	1	0.6	-10	8	-9	10	-4	-2	14
O=C(c1ccc(S(=O)(=O)N2CCOCC2)cc1)N1CCN(c2ccccn2)CC1	-2	3.9	-4	9	-9	5	-19	-1	0
CN(CC(=O)Nc1ccc(F)c(F)c1F)C(=O)C1CC(=O)N(c2ccc3c(c2)OCCO3)C1 (stereo not drawn)	-1	-1.9	-4	12	2	6	5	-6	20
C=CCn1c(SCc2c(C)noc2C)nc2sc3c(c2c1=O)CCCCC3	-1	-1.4	4	10	0	39	19	4	-18
CC1(NC(=O)c2cccc(S(=O)(=O)N3CCN(c4ccccc4)CC3)c2)CCS(=O)(=O)C1 (stereo not drawn)	-1	0.7	-5	3	-16	11	19	1	-1
CCOC(=O)c1[nH]c2ccc(C)cc2c1N=CN(CC)CC	-1	-0.8	-2	-3	-1	-3	6	0	7
CCNc1nc(Cl)nc(-c2cn(-c3ccccc3)c3ccccc23)n1	-5	2.3	-3	-13	0	42	-9	0	-10
CCC(=NCCc1c(C)[nH]c2ccc(C)cc12)C1=C(O)CC(c2ccccc2)CC1=O (stereo not drawn)	8	2.5	8	7	17	67*	7	-2	-11
COc1ccc(C2(C)NC(=O)N(CC(=O)Nc3c(C)n(C)n(-c4ccccc4)c3=O)C2=O)cc1 (stereo not drawn)	-4	0.2	-6	13	-5	-11	1	-5	-2
COc1cc(/C=C/C(=O)NC(C)C2CC3CCC2C3)cc(OC)c1OC (stereo not drawn)	-8	1.0	24	27	11	4	4	3	2
Cc1[nH]c2ccccc2c1SCc1n[nH]c(=S)n1C	1	0.4	6	2	-15	-5	-4	-3	-4
N#Cc1ccc(CSc2nnc(-c3c[nH]c4ccccc34)n2-c2ccccc2)cc1	1	-0.9	9	27	18	3	23	-2	0
Cc1ccc(-c2csc3ncn(CC#N)c(=O)c23)cc1C	-3	-2.1	3	37	-2	5	29	7	-14
CCn1cc(CCC(=O)NCc2ccc(F)cc2)c2ccccc21	-5	0.6	0	20	0	-7	10	-1	6
COC(=O)Nc1nc2ccc(Br)cc2s1	1	4.5	2	-27	-10	2	-24	-2	-10
O=C(N/N=C/c1ccccc1)c1ccc(N2CCOCC2)c([N+](=O)[O-])c1	1	1.0	-5	19	-5	-10	-63	-4	-14
CC(=O)c1cccc(NS(=O)(=O)c2ccc(N/C=C\C(=O)c3ccc(F)cc3)cc2)c1	0	9.3	-25	14	13	7	7	7	-5
COc1ccc(/C=C/C=C2\NC(=S)NC2=O)cc1	-1	1.5	9	5	14	16	6	-4	-13
C/C(=C\C(=O)c1ccccc1)Nc1ccc(Cl)c(Br)c1	1	6.0	1	13	8	11	7	-6	1
C/C(=N\NC(=O)c1c(Cl)c(C)nn1C)c1cccc(NC(=O)COc2ccccc2)c1	0	-0.1	-3	23	17	-37	24	1	-6
COc1ccccc1NC(=O)c1ccc(-n2cccn2)nc1	2	0.0	2	-1	12	2	18	-1	-1

Structural class: those above containing a CF3 group.
SMILES	UPR XBP1 act	CHOP UPR activ	CXCR6 inh	tim23-1 inh	TIM10 inh	Mdm2-MdmX inh	tim10-1 inh	APJ ag	APJ antagonist
COc1ccc(-c2nc(N)nc(C(F)(F)F)c2-c2ccccc2OC)c(O)c1	-6	-0.8	1	24	23	15	11	2	0
Cn1c2c(c(=O)[nH]c1=O)C(NC(=O)c1ccco1)(C(F)(F)F)C(=O)N2 (stereo not drawn)	0	0.0	3	12	13	13	10	2	12
Cc1c(CNC(=O)c2nn3c(c2Cl)NC(c2ccccc2)CC3C(F)(F)F)cnn1C (stereo not drawn)	1	-1.8	-3	3	7	21	4	4	17

Entries listed so far marked active in Mdm2-MdmX inh.
| Molecule | UPR XBP1 act | CXCR6 inh | Mdm2-MdmX inh | tim10-1 inh | APJ antagonist |
| --- | --- | --- | --- | --- | --- |
| CC(=O)O[C@H]1C(=O)[C@@]2(C)[C@H]([C@H](OC(=O)c3ccccc3)[C@]3(O)C[C@H](OC(=O)[C@H](O)[C@@H](NC(=O)c4ccccc4)c4ccccc4)C(C)=C1C3(C)C)[C@]1(OC(C)=O)CO[C@@H]1C[C@@H]2O | -3 | -8 | 65* | 6 | -3 |
| CCC(=NCCc1c(C)[nH]c2ccc(C)cc12)C1=C(O)CC(c2ccccc2)CC1=O (stereo not drawn) | 8 | 8 | 67* | 7 | -11 |

Continuation.
SMILES	UPR XBP1 act	CHOP UPR activ	CXCR6 inh	tim23-1 inh	TIM10 inh	Mdm2-MdmX inh	tim10-1 inh	APJ ag	APJ antagonist
CCCCN1C(=O)C(NC(=O)c2cccnc2)(C(F)(F)F)C2=C1CC(C)(C)CC2=O (stereo not drawn)	0	0.0	5	11	25	-22	14	-4	-10
N#Cc1c(N)nc2c3c(sc(=N)c2c1N)NC(=O)CC3c1ccccc1 (stereo not drawn)	25	5.7	-10	11	5	17	17	8	-9
Cc1cccc(Nc2nn3c(=O)c4ccccc4nc3s2)c1	2	3.5	4	-36	-13	-49	16	1	-3
CCN(CC)CCCn1c2c(c(SCC(=O)Nc3ccc(F)c(F)c3)nc1=O)CCC2	-2	-0.7	3	-8	5	13	11	-6	6
COc1ccc(OCC(=O)NNC(=O)C2CCCO2)cc1 (stereo not drawn)	-2	1.2	-1	4	2	-5	6	1	4
O=c1c2c(-c3cccs3)csc2ncn1-c1ccccc1	1	0.3	4	32	10	15	14	-2	12
CN(C(=O)Nc1ccc(Cl)cc1Cl)[C@H]1c2cc(Br)ccc2OC[C@H]1CO	-2	-1.3	9	13	-23	19	23	-3	-4
Cc1cccc(NC(=O)CNC(=O)c2ccc(-n3cncn3)c([N+](=O)[O-])c2)c1C	-5	0.8	-7	12	0	15	6	4	-31
O=C(COc1ccc(Cl)cc1)Nc1ccc2c(c1)CCC2	0	0.5	7	37	41*	-29	-8	4	2
